PvdQ inh = P. aeruginosa PvdQ acylase inhibition. purified PvdQ acylase, fluorescence plate reader. inhibition, % at 10 µM. 0.063% of 340,000 active. AID 488965; in the data active = inhibition above about 30%, passing the limit was not always enough;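 also: 0% = vehicle neutral wells and 100% = reference inhibitor wells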
SR-BI HDL uptake = mouse SR-BI HDL lipid transfer inhibition. Q61009. ldlA[mSR-BI] CHO cells, DiI-HDL uptake fluorescence, 3 h. inhibition, % at 12.5 µM. 0.96% of 320,000 active. AID 488896;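 active = mean replicate inhibition of at least 70% and a set share of replicates each scoring 70 or more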;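 also: 0% = median of neutral control wells and 100% = median of positive control wells; values of inactives mirror those of a sister screen read the other way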
Target sequence (Q61009 whole entry, looked up): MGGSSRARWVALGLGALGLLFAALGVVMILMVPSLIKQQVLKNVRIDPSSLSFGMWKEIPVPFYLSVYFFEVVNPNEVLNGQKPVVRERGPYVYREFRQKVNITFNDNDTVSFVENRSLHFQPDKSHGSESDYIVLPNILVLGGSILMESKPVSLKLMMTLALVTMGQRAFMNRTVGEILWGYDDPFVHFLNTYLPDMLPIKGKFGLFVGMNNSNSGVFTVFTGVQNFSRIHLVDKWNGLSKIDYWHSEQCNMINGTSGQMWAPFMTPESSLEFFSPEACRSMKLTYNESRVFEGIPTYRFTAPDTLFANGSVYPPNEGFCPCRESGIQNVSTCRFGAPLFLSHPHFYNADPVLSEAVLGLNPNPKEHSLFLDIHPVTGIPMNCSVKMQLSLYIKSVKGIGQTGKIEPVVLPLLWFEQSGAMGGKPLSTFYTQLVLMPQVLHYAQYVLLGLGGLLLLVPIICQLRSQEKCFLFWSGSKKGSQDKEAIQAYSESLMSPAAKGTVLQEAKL
Arr AP2 block = blocks beta-arrestin peptide binding to AP2 adaptin. FITC-arrestin peptide / GST-AP2 beads, flow cytometry; AP2 beta2 appendage carries R879A mutation. inhibition, % at 10 µM. 0.31% of 340,000 active;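 active = inhibition above a set limit, near 3 SD of compounds lacking own fluorescence, cut at about 54% in these data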;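 also: plate controls were DMSO wells for no effect and 5 µM unlabelled arrestin peptide for full effect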
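Assay system: GST-AP2 R879A bound to glutathione beads, E. coli-expressed; Medium: PBS with 0.05% Tween 20 and 0.1% BSA; Also added: fluorescein-tagged arrestin peptide at 50 nM final; Timing: 12 min plus 1 h, RT; Measured by: flow cytometry, FL1 (488/535 nm); Evaluation: percent drop in bead-associated FITC signal.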
PKA-R2B act = activates the human PKA-R2B holoenzyme complex. 0.079% of 340,000 active. P22694+P31323. activation, % at 11.4 µM. PKA-R2B holoenzyme dissociation, Cy5-IP20 fluorescence polarization; R2B truncated from residue 108, S112A mutant; 0% DMSO only, 100% 113 µM cGMP;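 active = activation above a cutoff set at the mean over all compounds plus 3 SD, cut at about 18% in these data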;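 also: higher means more holoenzyme dissociation and a rise in polarization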
DAGLB inh = diacylglycerol lipase beta (human) inhibition; Q8NCG7; HEK293T DAGLB membrane lysate, EnzChek fluorogenic substrate; inhibition, % at 5.17 µM; 0.059% of 340,000 active; in the data active = inhibition above about 34%;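 also: 0% = enzyme with vehicle and 100% = wells lacking enzyme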
Keap1-Nrf2 PPI = Keap1-Nrf2 (human) interaction inhibition; 0.15% of 340,000 active; Q14145; inhibition, % at 9.4 µM; AID 504523; Keap1 Kelch-Nrf2 peptide fluorescence polarization, 1536-well; in the data active = inhibition above about 12%;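 also: human Keap1 Kelch domain with fluorescein labeled Nrf2 9mer peptide probe; 0% = neutral control wells and 100% = peptide positive control; higher means more block of Keap1 binding to Nrf2 peptide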
Target sequence (Q14145 whole entry, looked up, the tested form may be a part): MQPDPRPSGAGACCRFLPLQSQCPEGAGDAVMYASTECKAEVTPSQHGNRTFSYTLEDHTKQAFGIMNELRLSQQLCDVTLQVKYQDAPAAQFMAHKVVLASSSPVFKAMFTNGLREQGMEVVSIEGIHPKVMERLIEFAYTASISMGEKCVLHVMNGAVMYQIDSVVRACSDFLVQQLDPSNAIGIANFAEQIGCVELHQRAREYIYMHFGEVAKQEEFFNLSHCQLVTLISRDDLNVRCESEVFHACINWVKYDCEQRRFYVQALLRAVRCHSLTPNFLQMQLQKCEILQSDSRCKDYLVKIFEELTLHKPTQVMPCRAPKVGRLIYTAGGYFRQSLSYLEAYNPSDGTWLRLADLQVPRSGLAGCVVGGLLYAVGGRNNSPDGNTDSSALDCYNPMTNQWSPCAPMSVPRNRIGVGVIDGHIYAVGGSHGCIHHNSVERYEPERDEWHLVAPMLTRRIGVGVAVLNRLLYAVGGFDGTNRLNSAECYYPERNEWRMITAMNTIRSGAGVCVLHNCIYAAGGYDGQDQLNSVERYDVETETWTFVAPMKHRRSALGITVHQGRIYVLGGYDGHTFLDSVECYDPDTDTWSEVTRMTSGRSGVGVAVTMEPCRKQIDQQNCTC
NSD2 HMT inh = inhibitors of human histone methyltransferase NSD2; AID 743445; inhibition, % at 12.5 µM; 0.54% of 310,000 active; NSD2 peptide methylation, AlphaScreen, 120 min; in the data active = inhibition above about 50%
C-LANA FP = KSHV C-LANA DNA binding inhibition. MBP-C-LANA/FAM-LBS DNA binding, fluorescence polarization. inhibition, % at 9 µM. 0.078% of 340,000 active;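 active = highest replicate inhibition at or above 60% at 9 µM, even if other replicates fall short; inactive = all replicates below 60% inhibition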;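 also: 0% = neutral control wells and 100% = 4 µM acridine orange control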
RTF Ca sens inh = cardiac RTF calcium desensitization; P19429+P45379; IANBD-labeled cardiac RTF, Ca2+ fluorescence; inhibition, % at 7.15 µM; 0.12% of 340,000 active; AID 493244;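 active = inhibition above the mean inhibition of all tested compounds plus 3 SD, cut at about 17% in these data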;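 also: assay run at fixed EC70 calcium of 1.6 mM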
SR-BI DiI-HDL act = SR-BI HDL lipid transfer activation | CHO ldlA[mSR-BI] cells, DiI-HDL uptake fluorescence, 3 h; 100 = double the neutral-control signal | activation, % at 12.5 µM | 0.096% of 320,000 active;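 active = mean replicate activation of at least 60% and every replicate at or above 60%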;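 also: 0% = median plate neutral-control signal and 100% = twice that signal; values of inactives mirror those of a sister screen read the other way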
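Material: SR-BI-overexpressing, LDLR-lacking CHO cells | Dosing: Single compound concentration, delivered by pin transfer | Probe or stimulus: Labelled HDL, 10 µg/mL | Signal: Bottom-read cell fluorescence after medium removal, ex 550/em 595 nm | Schedule: 3 h, 37 °C | Evaluation: HDL uptake via cellular fluorescence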
Starred values were filed as active, the others as inactive; / = not tested or not shown.

Values run as follows: PvdQ inh	SR-BI HDL uptake	Arr AP2 block	PKA-R2B act	DAGLB inh	Keap1-Nrf2 PPI	NSD2 HMT inh	C-LANA FP	RTF Ca sens inh	SR-BI DiI-HDL act
O=C(Nc1ccc2nc(-c3ccco3)[nH]c2c1)c1ccco1
    -15	40	5	4	-1	-5	/	0.7	6	-40
COc1cc(/C=N/NC(=O)CNC(=O)c2cccs2)ccc1O
    -12	-11	-4	-8	2	-7	0	-0.4	2	11
Cc1nn(Cc2cccc(C(=O)Nc3ccn(Cc4ccccc4F)n3)c2)c(C)c1[N+](=O)[O-]
    -12	48	2	3	-1	-3	-2	-2.0	4	-47
COC(=O)C(Cc1ccccc1)NC(=O)CCc1c[nH]c2ccccc12 (centres undefined)
    -20	-4	-3	-4	-2	-3	6	-0.7	-7	4
CCN(CC)C(=O)Cn1cc(S(=O)(=O)CC(=O)Nc2ccc(C(N)=O)cc2)c2ccccc21
    -7	13	-3	-1	1	1	-3	2.9	3	-13
CC1(C)C2CCC1(CS(=O)(=O)NC(CC(=O)O)c1cccc(Br)c1)C(=O)C2 (centres undefined)
    -20	-30	7	-1	1	-6	-6	-1.2	-8	30
COc1ccc(/C=N/NC(=O)c2ccccc2OC)cc1COc1ccc(C)cc1
    -1	55	22	-9	-2	-1	1	-1.0	-9	-55
CN(C)C(=O)c1cn(N(C)c2ncc(C(F)(F)F)cc2Cl)c(=O)c2ccccc12
    -18	-22	0	-1	-3	1	2	-0.6	-2	22
COc1cc(-c2nc(C(F)(F)F)c(OC)o2)cc(OC)c1OC
    10	5	20	-3	-1	-9	-3	-0.9	0	-5
CC(=O)Nc1ccc(S(=O)(=O)N2CCC(=O)Nc3ccccc32)cc1
    -14	-9	-5	-3	0	-4	-1	1.9	-13	9
O=C(NCc1ccc(F)cc1)c1cnc(-c2ccccn2)nc1C(F)(F)F
    -22	-58	3	-2	-1	-4	0	-0.2	-13	58
O=c1c2sc3nc(N4CCOCC4)c4c(c3c2ncn1C(c1ccccc1)c1ccccc1)CCCC4
    2	-8	33	0	-1	-5	0	0.8	-5	8
O=Cc1ccc(OCC(=O)NC(=O)NC2CCCCC2)cc1
    -6	-17	-7	-18	-2	0	0	0.5	-10	17
OCCN(Cc1nc(-c2ccc3c(c2)OCO3)no1)Cc1cccs1
    10	-6	19	2	-7	2	-1	-0.5	-4	6
Nc1nc(CSc2nnnn2-c2ccc(F)c(Cl)c2)nc(N2CCOCC2)n1
    -8	12	1	-13	1	-6	0	-0.6	-5	-12
Cc1[nH]c2ccccc2c1C(=O)C(=O)N1CCN(C(=O)c2ccco2)CC1
    -11	-13	4	1	2	-1	-3	-1.3	-6	13
COC(=O)C[C@H](NC(=O)Cn1cnc2c(OCc3ccccc3)ncnc21)C(=O)OC
    -10	5	8	-2	0	-1	/	-1.1	1	-5
CSc1ccc(CN(C)C(=O)COc2ccc(C(=O)c3ccccc3)cc2)cc1
    -22	9	5	0	-4	-5	4	1.7	-1	-9
O=C(Cc1ccccc1)Nc1nonc1NC(=O)c1ccccc1
    -20	3	-4	3	0	-3	1	-2.6	-17	-3
Cc1ccccc1C(O)c1cccnc1 (centres undefined)
    0	-11	-5	-4	2	5	0	0.5	-11	11

(listing goes on)
Values run as follows: PvdQ inh	SR-BI HDL uptake	Arr AP2 block	PKA-R2B act	DAGLB inh	Keap1-Nrf2 PPI	NSD2 HMT inh	C-LANA FP	RTF Ca sens inh	SR-BI DiI-HDL act
COc1cc2c(cc1N/C=C(\C#N)c1nc(-c3ccccc3)cs1)oc1ccccc12
    -14	11	2	2	-2	-4	-5	-2.0	-4	-11
O=C(Nc1cccc(F)c1)c1ccc(S(=O)(=O)N2CCCC2)cc1
    -6	34	0	8	-2	-7	/	-0.1	-2	-34
O=C1CC(c2ccccc2Cl)=NN(c2ncnc3ccccc23)C1=O
    -5	-21	2	-4	3	-1	2	7.3	-6	21
CC(=O)Nc1ccc(CN2CCCCCC2)cc1
    9	1	13	12	1	-1	1	-0.8	3	-1
CCn1cc(C(=O)Nc2cccc(C(=O)OC)c2)c(=O)c2ccc(C)nc21
    11	19	25	2	-2	0	0	0.3	-5	-19
CC1CC(C)CN(C(=O)CCc2ccccc2)C1 (centres undefined)
    -4	-5	-16	3	-1	0	-4	0.1	-13	5
Cc1ccc(SCc2nc(-c3ccccc3)no2)cc1
    -18	-14	-1	-2	-40	-4	1	5.0	-7	14
CCOc1cccc(NC(=O)/C(C#N)=C\c2cn(CC(=O)O)c3ccccc23)c1
    -9	/	12	7	6	-3	3	-0.5	-8	/
CCOC(=O)c1c(C)n(C)c2ccc(OC(=O)c3ccc(N4C(=O)CCC4=O)cc3)cc12
    -9	10	14	9	0	-3	18	1.2	-5	-10
CN1CCN(CC(O)COCc2ccc3c(c2)OCO3)CC1 (centres undefined)
    14	-8	23	-1	-2	0	-1	-0.7	2	8
COc1ccc(NC(=O)CSc2nccn2-c2ccccc2)c(OC)c1
    -9	9	-1	-8	-2	-1	12	-1.8	-6	-9
COc1ccc(S(=O)(=O)NCC2CCC(C(=O)NCc3cccnc3)CC2)cc1 (centres undefined)
    -5	-27	-21	0	-2	-2	-6	0.9	-1	27
CCC(C)(C)n1nnnc1C(c1ccc(C)cc1)N1CCCC1 (centres undefined)
    -11	27	-7	5	4	-4	3	0.6	3	-27
CC1(OC(=O)CCc2ccccc2)C(=O)C=C2C=C3CCCN3C=C2C1=O (centres undefined)
    -7	-15	18	-11	1	1	/	5.1	-6	15
CN1CCN(C(=O)CSc2nnc(COc3ccc(Cl)cc3)o2)CC1
    2	/	8	8	2	1	2	-0.9	-2	/
COc1ccccc1NC(=O)Nc1ccccc1SC
    0	46	/	-5	-2	-3	-8	-0.9	0	-46
NS(=O)(=O)c1ccc(NC(=O)c2cc(-c3cccs3)nc3ccccc23)cc1
    -4	12	10	-6	1	-1	-4	4.0	-2	-12
CCCOc1ccc(C(=O)CCNc2ccc(C)c(Cl)c2)cc1
    -3	-23	-9	2	-3	2	-2	1.9	2	23
COc1ccc(CNc2nc(Cl)c(C#N)s2)cc1
    6	12	13	5	-2	-4	-3	0.2	3	-12
C=CCN(CC=C)CCCOc1ccccc1C(=O)OC
    -7	-27	11	3	3	-2	0	0.1	-4	27

More structures:
Values run as follows: PvdQ inh	SR-BI HDL uptake	Arr AP2 block	PKA-R2B act	DAGLB inh	Keap1-Nrf2 PPI	NSD2 HMT inh	C-LANA FP	RTF Ca sens inh	SR-BI DiI-HDL act
CCN1C(=O)N(c2cccc3ccccc23)C(C)=CC1(C)C
    -5	1	22	-6	1	0	3	0.0	-9	-1
Cc1ccccc1-n1nc2c(c1NC(=O)c1ccc(Br)o1)CSC2
    10	9	9	-12	6	-7	/	-0.3	-1	-9
COc1ccc(C(=O)NC2CCc3ccccc32)cc1OC1CCN(C(C)C)CC1 (centres undefined)
    1	22	6	-7	-3	-3	2	2.7	4	-22
Cc1sc(NC(=O)CCC(=O)O)c(C(N)=O)c1-c1ccccc1
    -12	14	-19	-4	-4	0	-1	0.3	-4	-14
O=C(Nc1ccc(F)cc1F)c1ccc2nc(N3CCOCC3)sc2c1
    2	16	-4	5	-2	0	/	-2.0	-6	-16
Cc1cccc(Nc2nnc(SCC(=O)c3ccc(O)cc3O)s2)c1
    -9	-14	5	4	2	-2	4	-0.9	9	14
Cc1ccc(-c2nc(N)n(S(C)(=O)=O)n2)cc1
    -10	-7	3	-3	-1	-4	-4	0.1	3	7
O=C(CCn1c2c(c3ccccc31)CCCC2)NNC(=O)c1ccc([N+](=O)[O-])cc1
    -15	57	10	-3	0	-8	9	-0.6	-17	-57
Cc1ccc(-c2cc(-c3ccccc3)nc(N)c2C#N)o1
    -20	32	-9	1	0	-18	6	0.5	-5	-32
CS(=O)(=O)c1cnc(-c2ccccc2)nc1-c1ccccc1Cl
    -12	15	11	-12	-5	1	-3	1.5	-8	-15
CNC[C@H]1Oc2ccc(NC(=O)Nc3ccc4c(c3)OCO4)cc2C(=O)N([C@H](C)CO)C[C@@H]1C
    -3	-10	-1	-2	1	-8	/	-0.9	-2	10
O=C(NCc1ccccc1)c1ccc(CS(=O)(=O)c2ccc(Br)cc2)o1
    -12	7	-8	4	1	-1	-5	-0.7	-2	-7
O=C(Nc1cccc(S(=O)(=O)NCc2ccco2)c1)c1cccc(Cl)c1
    1	15	2	-3	-97	-3	2	-1.8	-8	-15
CC(=O)c1cccc(NC(=O)C2CC(=O)N(c3ccc4c(c3)OCCO4)C2)c1 (centres undefined)
    -12	7	-10	-11	-1	-4	2	-0.1	-3	-7
O=c1cc(O)nc(SCc2ccccc2)n1-c1ccc(Cl)cc1
    -8	0	-11	-1	20	-1	7	1.3	3	0
CCOc1ccc(C2NC(=O)c3n[nH]c(C)c32)cc1 (centres undefined)
    3	-22	19	4	-4	0	/	0.6	-5	24
CC(C)N=C(NS(=O)(=O)c1ccc(Br)cc1)c1ccc(Cl)cc1
    6	6	10	4	-3	1	-2	-0.7	-1	-6
CN(CCCC(=O)O)c1ccc(N=Nc2ccc([N+](=O)[O-])cc2)cc1
    0	-1	-24	-3	25	0	25	1.2	2	1
CCOc1cccc(C2/C(=C(\O)c3ccc4c(c3)OCCO4)C(=O)C(=O)N2Cc2ccncc2)c1 (centres undefined)
    6	-14	15	-11	-1	-2	-4	0.8	-1	14
CCCCCC(=O)Nc1ccc(S(=O)(=O)Nc2ccc(Cl)nn2)cc1
    7	-31	4	-11	3	2	0	-1.9	-10	31

2 entries from above in another layout:
CC(C)N=C(NS(=O)(=O)c1ccc(Br)cc1)c1ccc(Cl)cc1
  PvdQ inh = 6	SR-BI HDL uptake = 6	Arr AP2 block = 10	PKA-R2B act = 4	DAGLB inh = -3	Keap1-Nrf2 PPI = 1	NSD2 HMT inh = -2	C-LANA FP = -0.7	RTF Ca sens inh = -1	SR-BI DiI-HDL act = -6

CN(CCCC(=O)O)c1ccc(N=Nc2ccc([N+](=O)[O-])cc2)cc1
  PvdQ inh = 0	SR-BI HDL uptake = -1	Arr AP2 block = -24	PKA-R2B act = -3	DAGLB inh = 25	Keap1-Nrf2 PPI = 0	NSD2 HMT inh = 25	C-LANA FP = 1.2	RTF Ca sens inh = 2	SR-BI DiI-HDL act = 1

(listing goes on)
Values run as follows: PvdQ inh	SR-BI HDL uptake	Arr AP2 block	PKA-R2B act	DAGLB inh	Keap1-Nrf2 PPI	NSD2 HMT inh	C-LANA FP	RTF Ca sens inh	SR-BI DiI-HDL act
COc1cc(/C=C(/C#N)c2ccccc2)ccc1Oc1ccc([N+](=O)[O-])cn1
    20	44	3	1	-8	-4	-5	-2.1	-8	-44
Cc1cc(=O)[nH]c(-n2[nH]c(C)cc2=O)n1
    5	-2	3	-10	4	-6	2	1.7	-6	2
CCCN1/C(=C(\C#N)C2=NS(=O)(=O)c3ccccc32)N(C)c2ccccc21
    -11	30	-9	-2	0	0	-2	2.5	-3	-30
CC1(CC(=O)N/N=C/c2ccc(-c3cccc(C(F)(F)F)c3)o2)OCCO1
    -14	11	-4	-12	-1	-1	-1	-1.0	1	-11

Assay outcomes: PubChem, several laboratories
